High-throughput results as filed in PubChem BioAssay.
ERG Ets-DNA blk = blocks human ERG Ets domain binding to DNA; P11308; 370,000 compounds, 0.028% hits; fluorescence polarization, His-ERG Ets domain / labelled DNA; Potency, µM (top dose mostly 76.9 µM), for inactives: at the highest dose FP activity, negative = inhibition, hits mostly inhibitors; AID 624246; active means well fitted inhibition curve with a large enough effect in the polarisation, with a control signal flat; inconclusive means small, poorly fitted or top-dose-only effect, or effect the other way, or a change in a side signal; inactive means no such curve, though single readings can be large or run the other way; the % refers to the polarisation;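 further: polarization taken with two DNA probes labelled with fluorescein and Texas red; potency means the concentration at half of the fitted maximal effect; % of control where 0% means no effect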
Target sequence (P11308 whole entry, looked up, the tested form may be a part): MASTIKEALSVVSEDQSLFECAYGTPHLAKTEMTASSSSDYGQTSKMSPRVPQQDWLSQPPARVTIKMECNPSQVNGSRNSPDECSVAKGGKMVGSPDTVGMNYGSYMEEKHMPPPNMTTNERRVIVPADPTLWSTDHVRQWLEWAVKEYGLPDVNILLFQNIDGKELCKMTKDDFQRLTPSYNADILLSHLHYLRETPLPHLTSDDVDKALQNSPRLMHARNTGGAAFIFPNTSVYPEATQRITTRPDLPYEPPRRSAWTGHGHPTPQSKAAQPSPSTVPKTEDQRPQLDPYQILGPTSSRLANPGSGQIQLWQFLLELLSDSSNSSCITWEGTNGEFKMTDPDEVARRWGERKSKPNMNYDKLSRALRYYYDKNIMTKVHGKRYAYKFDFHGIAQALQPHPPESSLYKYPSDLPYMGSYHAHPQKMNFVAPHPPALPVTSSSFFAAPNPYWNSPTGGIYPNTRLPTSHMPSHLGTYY
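His-tagged ERG Ets domain (1 uM in the protein solution; 300mM KCl, 50mM Tris-HCl, 1mM EDTA, 1mM DTT, pH 7.5) received compound, then a probe mix of 5 nM fluorescein-DNA and 100nM Texas-615-DNA. Fluorescence polarization was read for both dyes.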
APE1 inh = inhibitors of human APE1 endonuclease | P27695 | recombinant APE1, TAMRA/BHQ-2 abasic DNA cleavage fluorescence | Potency, µM (highest dose often 65.8 µM), inactives show at the highest dose activity change, negative = inhibition, most hits filed as inhibitors | 350,000 compounds, 0.35% hits | AID 2517;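 further: potency means the concentration at half of the fitted maximal effect; plate controls were vehicle for no effect and reference inhibitor for full effect; nearly all actives have a fitted effect of over 55% in size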
Target sequence (P27695 whole entry, looked up): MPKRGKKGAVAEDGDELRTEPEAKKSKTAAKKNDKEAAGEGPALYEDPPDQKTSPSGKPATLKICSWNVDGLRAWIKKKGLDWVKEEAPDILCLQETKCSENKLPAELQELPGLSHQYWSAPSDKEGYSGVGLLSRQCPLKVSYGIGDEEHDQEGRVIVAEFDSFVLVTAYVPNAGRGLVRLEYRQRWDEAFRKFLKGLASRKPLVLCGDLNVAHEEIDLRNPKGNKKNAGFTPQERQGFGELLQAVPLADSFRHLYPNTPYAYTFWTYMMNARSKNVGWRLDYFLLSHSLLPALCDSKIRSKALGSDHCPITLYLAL
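APE1 at 0.75 nM final was preincubated with compound 15 min at room temperature, then 50 nM double-stranded THF abasic-site substrate (5'-TAMRA/3'-BHQ-2) was added. Fluorescence (ex 525/em 598 nm) was read kinetically; third-minus-first read gave activity.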
RGS4 inh = inhibitors of human regulator of G protein signaling 4. Potency, µM (top dose mostly 114 µM), for the others: at the top dose activity change, negative = inhibition, actives largely listed as inhibitors. Transcreener GDP fluorescence polarization, RGS4-accelerated GTP hydrolysis. 390,000 compounds, 0.039% hits. P49798; further: potency means the concentration at half of the fitted maximal effect; on the % scale 0 is the no-effect control and ±100 the full control effect; nearly all actives have a fitted effect of over 75% in size; some results filed as inactive show a strong effect at the top dose
Target sequence (P49798 whole entry, looked up): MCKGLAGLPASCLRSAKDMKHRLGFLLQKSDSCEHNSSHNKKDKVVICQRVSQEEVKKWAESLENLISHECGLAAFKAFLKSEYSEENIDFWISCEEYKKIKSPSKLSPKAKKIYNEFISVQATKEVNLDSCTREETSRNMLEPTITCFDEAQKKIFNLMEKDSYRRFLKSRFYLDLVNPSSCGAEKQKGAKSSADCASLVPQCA
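MLSMR compounds (23 nl, pin-transferred) preincubated 10 min at room temperature with a 500nM (2x) first reagent, then RGS4 at 900nM (2x) plus Transcreener GDP mix added; fluorescence polarization (620/688 nm) read before and after 90 min at 30 °C.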
Anesthetic bind = binds horse apoferritin like a general anesthetic | apoferritin/1-aminoanthracene competitive binding, fluorescence | Potency, µM (top dose mostly 77.5 µM), without a hit: top-dose activity change, negative = displacement, usual class: inhibitors | 350,000 compounds, 0.074% hits | AID 485281; further: potency means the concentration at half of the fitted maximal effect; on the % scale 0 is the no-effect control and ±100 the full control effect; nearly all actives have a fitted effect of over 20% in size
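Apoferritin-based anesthetic binding model; compound displacement of fluorescent 1-AMA measured as endpoint fluorescence after 10 minutes at room temperature, scaled to free-ligand and complex controls.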
POLH inh = inhibitors of human DNA polymerase eta; Q9Y253; 390,000 compounds, 1.2% hits; AID 588591; recombinant Pol eta, fluorescent DNA replication assay; Potency, µM (top dose mostly 114 µM), inactives show at the top dose activity change, negative = inhibition, usual class: inhibitors; further: potency means the concentration at half of the fitted maximal effect; on the % scale 0 is the no-effect control and ±100 the full control effect
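Pol eta (10 nM) was preincubated with compounds for 15 min at room temperature, after which fluorescent replication substrate (50 nM final) was added to start the reaction. Fluorescence was read kinetically at 0 and 10 min.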
Pol kappa inh = blocks human DNA polymerase kappa activity | 400,000 compounds, 0.53% hits | purified Pol kappa, fluorescent DNA synthesis assay, 10 min | Q9UBT6 | Potency, µM (highest dose often 107 µM), for inactives: at the highest dose activity, negative = inhibition, usual class: inhibitors; further: potency means the concentration at half of the fitted maximal effect; on the % scale 0 is the no-effect control and ±100 the full control effect
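Activity was followed as the change in fluorescence between reads at 0 and 10 min after starting the reaction with 50 nM substrate. Beforehand, 10 nM polymerase had been preincubated with compound for 15 min at room temperature.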
12-LOX inh = blocks human arachidonate 12S-lipoxygenase; P18054; purified 12hLO, xylenol orange hydroperoxide absorbance; Potency, µM (top dose mostly 108 µM), without a hit: at the top dose activity change, negative = inhibition, hits mostly inhibitors; 580,000 compounds, 1.1% hits; AID 1671190; further: potency means the concentration at half of the fitted maximal effect; on the % scale 0 is the no-effect control and ±100 the full control effect
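Purified human 12hLO (150 nM final) in 25 mM Hepes, 0.01% Triton X-100, pH 7.0 was preincubated 15 min at room temperature with compound. Then 40 uM arachidonic acid was added, 30 min. Hydroperoxide was read by Fe-XO absorbance ratio 573/405 nm.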
POLB inh = inhibitors of human DNA polymerase beta; P06746; Pol beta primer extension/strand displacement, fluorescence kinetic; 340,000 compounds, 1.3% hits; Potency, µM (doses to about 114 µM), inactives show at the highest dose activity change, negative = inhibition, usual class: inhibitors; further: potency means the concentration at half of the fitted maximal effect; on the % scale 0 is the no-effect control and ±100 the full control effect
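10 nM enzyme + cpd, 15 min RT; start with substrate 50 nM final; read 0 min and after 10 min RT. Corrected, normalized data; 4-parameter Hill curve fit.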
LDHA inh = LDHA (human) enzyme inhibition | P00338 | purified LDHA, NADH/diaphorase-resazurin fluorescence; stronger effect = lower value | activity change, % (values are at about 110 or 230 µM) | 480,000 compounds, 0.15% hits; in the data active means activity change below about -30%; inconclusive means mostly about -25% to -30%;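 further: plate controls were DMSO wells for no effect and wells without enzyme for full effect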
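Human LDH5 (2 nM) was incubated with 0.06 mM NADH and 0.2 mM pyruvate for 5 min at room temperature in Tris pH 7.4. Remaining NADH was coupled through diaphorase/resazurin, and resorufin fluorescence was read at 0 and 20 min.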
* = called active by the depositor; ? = inconclusive; . = no result given; & = joins results of further samples; [ ] = remark or other dose. Unless noted, the call rests on the fitted dose curve; in most records, active means well fitted curve in the direction sought with a large enough effect; inconclusive means small, poorly fitted or top-dose-only effect, or another doubt; inactive means no such curve, though single readings can be large; an effect the other way counts as inactive or inconclusive.

SMILES	ERG Ets-DNA blk	APE1 inh	RGS4 inh	Anesthetic bind	POLH inh	Pol kappa inh	12-LOX inh	POLB inh	LDHA inh
COc1ccc(C2=C(C)C(=O)N(Cc3ccc(C(=O)Nc4ccc(C)c(C)c4)cc3)S2(=O)=O)cc1	2.4%	.	-17.8%	?	.	0.1%	-23.4%	-0.8%	-5.0
COC1(NC(=O)c2ccccc2)C(C)=CC(=O)C=C1C	-16.6%	5.9%	0.3%	2.7%	-20.1%	-0.6%	-15.0%	28.9%	7.1
CCOC(=O)COc1ccc(S(=O)(=O)Nc2ccc(C)cc2)cc1	-3.7%	?	-6.5%	?	-17.6%	-6.1%	0.0%	-2.3%	-0.7
CC=Cc1cc2c(c(=O)o1)C(=O)C(O)C(C)O2 (centres undefined)	4.8%	.	6.1%	.	?	-26.9%	-3.1%	.	-1.2
O=C1NN(c2ccc(F)c(Cl)c2)C(=O)/C1=C\c1cccc(OC(=O)c2cccs2)c1	0.9%	-2.0%	?	?	20µM*	?	-32.3%	?	-4.0
CC(=O)c1cccc(NC(=S)NC(=O)Cc2ccc(Cl)cc2)c1	-4.2%	19.9%	-13.2%	?	-12.6%	-6.5%	?	7.2%	-3.7
CCc1c(C)nc2cc(-c3cc(OC)cc(OC)c3)nn2c1N1CCCC1	.	-4.1%	-26.0%	-0.1%	-17.1%	-16.0%	-4.5%	-9.2%	5.5
COc1cc(C(C)=O)ccc1COc1ccc(C(=O)OCC(N)=O)cc1OC	.	12.5%	6.0%	-15.1%	-11.2%	-5.4%	-9.7%	30.8%	-10.5
O=c1cc(-c2ccccc2)nc(SCc2ccccc2F)[nH]1	0.8%	1.2%	-21.8%	-7.1%	-6.6%	-14.6%	14.7%	4.2%	-4.6
CC(C)(C)C1CCC(=NNC(=S)NCc2ccccc2)CC1 (centres undefined)	-5.3%	15.6%	-6.3%	-18.0%	-12.9%	-3.2%	?	20.0%	-7.2
COc1ccc(-c2nn(-c3cccc([N+](=O)[O-])c3)c3c2cnc2cc4c(cc23)OCO4)cc1	-0.2%	.	3.5%	12.7%	-12.5%	-4.1%[60.1 µM]	-10.6%	1.3%	-6.1
CC(C)OC(=O)c1ccc(OC(=O)c2cccnc2)cc1	-0.2%	5.4%	-10.0%	-1.1%	-2.6%	-7.3%	18.3%	-3.0%	-1.0
COc1cccc(C(C(=O)NC2CCCCC2)N(C(=O)c2ccco2)c2ccc(-n3cnnn3)c(C)c2)c1 (centres undefined)	-8.8%	6.0%	-18.2%	-5.7%	-12.0%	-8.0%	?	?	0.1
N#CC1=C(N)C(C#N)(C#N)[C@H](c2ccncc2)[C@H]2CN(C(=O)OCc3ccccc3)CC=C12	-5.5%	-0.1%	?	-0.6%	-8.8%	3.7%	-18.6%	-13.5%	12.0
COc1ccc(CNC(=O)C(CC(C)C)NS(=O)(=O)c2ccc3c(c2)oc(=O)n3C)cc1 (centres undefined)	0.3%	.	11.6%	1.5%	3.4%	-8.4%	-10.8%	19.4%	-1.4
COc1ccccc1N1CCN(C(=O)CCc2ccc(S(=O)(=O)NC(C)C)cc2)CC1	0.6%	-0.9%	13.7%	-7.8%	-5.4%	-8.8%	4.2%	13.5%	2.5
O=C(Cc1c(F)cccc1Cl)Nc1ccccn1	-1.8%	10.6%	-4.4%	?	-24.0%	2.8%	10.5%&11.4%	37.9%	-2.5&4.8
Cc1cccc(NC(=O)C2(c3cccs3)CCOCC2)c1	-8.1%	1.6%	23.6%	?	-11.0%	-14.2%	0.1%	13.9%	-5.6
Cc1cc(-c2ccccc2)n2nc(C)c(C#N)c2n1	0.8%	-1.8%	-2.1%	32.5%[activator]	7.2%	-2.0%	0.0%	0.1%	0.9
Cc1ccc(NC(=O)Nc2ccc3c(c2)OCO3)cc1F	13.8%	18.1%	6.7%	2.9%	-10.0%	11.4%	-16.8%	4.7%	2.4
CN(C)Cc1ccccc1-c1nccc(N(C)C)n1	.	-0.2%	.	-1.7%	.	-14.4%[60.1 µM]	-6.5%	.	.
N#Cc1ccc(-c2cccnc2)nc1SCC(=O)Nc1sc2c(c1C#N)CCC2	-8.1%	-8.9%	?	-10.6%	79.4µM*	79.4µM*	-17.0%	?	-6.8
COCCNC(=O)CCCn1c(SCC(=O)c2ccc(F)cc2)nc2c(sc3ccccc32)c1=O	2.7%	.	-17.3%	-5.4%	-7.0%	-15.2%	-12.1%	1.9%	2.6
Cc1ccc(C)c(C(=O)CN2C(=O)NC3(CCc4ccccc43)C2=O)c1 (centres undefined)	15.5%	-6.0%	-9.1%	.	-14.1%	-7.3%	-5.2%	.	-4.7
COc1cc2nc(SCc3c(C)noc3C)n(CCC3=CCCCC3)c(=O)c2cc1OC	0.4%	7.3%	-9.6%	-16.3%	?	-7.2%	0.0%	-23.2%	-1.4
COc1ccc(C)cc1NC(=O)N1CCC(CN2CCC(C)CC2)CC1	1.3%	.	-9.7%	-8.1%	8.0%	4.3%	-22.6%	-0.2%	-1.6
Cc1ccc(S(=O)(=O)Nc2ccc(N3CCOCC3)cc2)cc1[N+](=O)[O-]	2.6%	-10.4%	8.3%	-8.5%	10.6%	-19.2%	0.0%	19.9%	3.4
CCOC(=O)c1c(S(=O)(=O)N2CCN(c3cc(Cl)ccc3C)CC2)c(C)n(C)c1C	3.1%	.	-23.6%	5.5%	-9.7%	-6.8%	-9.4%	8.1%	-0.4
COC(=O)c1c(NC(=O)c2cccc(OC)c2)sc2c1CCC(C(C)(C)C)C2 (centres undefined)	-0.2%	.	-3.6%	1.5%	-21.6%	-19.5%	-4.7%	12.9%	-3.3
COc1ccc(S(=O)(=O)N2CC(=O)Nc3ccccc32)cc1	2.4%	20.8%	24.2%	-3.6%	-0.9%	-2.3%	?	0.3%	-12.7
COc1ccc(CCNC(=O)CSc2nc3[nH]ncc3c(=O)n2-c2ccc(Br)cc2)cc1OC	-0.2%	0.1%	-9.3%	-17.6%	-26.0%	4.7%	-9.3%	4.9%	-0.4
Nc1ccc(-c2cc3ccccc3oc2=O)cc1	0.1%	22.4%	9.2%	-8.0%	9.9%	-0.3%	2.3%	33.0%	-11.0
Cc1cc(C)nc(SCC(=O)Nc2sc3c(c2C#N)CCC(C)C3)n1 (centres undefined)	-1.5%	.	2.9%	.	-6.7%	-12.3%	-6.4%	.	1.6
CCCC(OC(=O)CC1Sc2ccccc2NC1=O)C(=O)NCc1ccco1 (centres undefined)	.	6.4%	-33.9%	-9.5%	-28.3%	-3.0%	31.6µM*	-1.8%	-4.6
CN(c1ccccc1C(=O)Nc1ccc2ccccc2c1)S(C)(=O)=O	2.7%	.	-4.0%	.	-13.0%	-2.5%	138.1%[activator]	.	2.5
C/C(=C\c1ccc(N)cc1)c1nc2ccccc2[nH]1	5.2%	15.9%	17.8%	-1.0%	-5.0%	-2.2%	6.0%	6.1%	-7.9
COc1ccc(NC(=O)N2CCCCC2)cc1	-5.4%	4.8%	0.1%	-3.1%	-9.4%	-2.6%	12.5%	-8.4%	3.4
COc1cc(/C=C/C(=O)OCc2c(C)noc2C)ccc1OC(F)F	15.1%	-9.2%	20.4%	-13.3%	-7.5%	-15.3%	-18.9%	3.1%	2.3
COc1ccccc1NC(=O)COc1ccccc1C(=O)c1cnn(-c2ccccc2)c1	-4.9%	2.7%	-9.6%	-18.8%	-16.4%	-10.1%	-9.0%	10.3%	-2.3
CC(=O)c1ccc(NC(=O)CSc2nnc3ccc(-c4ccc(Br)cc4)nn23)cc1	-2.9%	.	7.3%	-5.1%	-14.1%	-4.8%[60.1 µM]	-21.4%	-16.8%	-5.0
O=C(OCc1cc(=O)n2nc(C3CCCCC3)sc2n1)c1ccc(F)cc1	6.1%	.	-1.5%	-2.8%	-13.2%	6.2%	-23.0%	11.8%	-2.0
CCOC(=O)CN1C(=O)c2ccccc2C1=O	1.0%	-0.7%	27.2%	-7.5%	1.6%	-0.7%	0.0%	-22.7%	-15.4
O=C(O)CN(c1ccccn1)S(=O)(=O)c1ccccc1	0.6%	15.6%	-19.5%	-2.0%	-10.9%	1.3%	0.0%	-0.9%	-8.6
CCCCn1c(SCC(=O)Nc2cccc(OC)c2)nc2c(sc3ccccc32)c1=O	-6.5%	.	8.3%	-4.5%	0.8%	2.6%[60.1 µM]	?	81.0%	-2.6
CC(NCc1ccc2c(c1)OCO2)C(=O)NC1CCCc2ccccc21 (centres undefined)	0.9%	-1.6%	-4.2%	-15.4%	-11.5%	6.5%	?	1.3%	-13.1
O=C(c1ccc(Cl)cc1Cl)N1CCN(c2ccccn2)CC1	-13.3%	-4.3%	-22.2%	-2.8%	-17.6%	-11.4%	-11.9%	1.8%	-4.2
Cc1sc2ncnc(N3CCC(C(=O)NNC(=O)COc4ccccc4F)CC3)c2c1C	6.8%	-11.1%	-4.2%	.	-19.3%	0.1%	4.9%	.	-0.7
C#Cc1ccc([C@H]2C=C(C(=O)NCc3nc4ccccc4[nH]3)O[C@@H](OCC)[C@@H]2CCCO)cc1	-2.0%	.	-22.6%	.	-10.4%	11.1%	-0.7%	.	4.9

Some of the compounds tested; the hit share may differ from the screen's.
